# Rad51 HR inh: blocks human Rad51 in homologous recombination; AID 1385; inhibition, % at 10 µM; Q06609; actives 0.085% (n = 200,000); hRad51 DNA strand exchange, fluorescence dequenching;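 active = inhibition above 40% at the single screening dose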;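 note: 0% = DMSO control wells and 100% = blanks with heterologous ssDNA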
#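 Test system: preformed human Rad51 ssDNA filaments; also added: Donor/quencher-labelled 47-bp dsDNA substrate; doses: 10 µM final, single point; times: 37 °C 15-min filament assembly, 30-min compound preincubation, 15-min exchange; detection: FRET fluorescence dequenching, excitation 485 nm, emission 520 nm; read-out basis: Fluorescence-based percent inhibition, control- and blank-normalised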
# Furin inhibitor: inhibitors of human furin; P09958; purified furin, fluorogenic substrate cleavage; inhibition, % at 30 µM; actives 0.061% (n = 220,000); AID 463115; in the data active = inhibition above about 25%; note: inactives centre near -15
# EBV gp42 inh: EBV gp42 inhibition | Fluorescence polarization binding assay, mP read-out | AID 1085 | actives 0.42% (n = 220,000) | inhibition, % (tested at 21.74 µM); in the data active = inhibition above about 50%
# Target sequence (Q1HVG2 whole entry, looked up): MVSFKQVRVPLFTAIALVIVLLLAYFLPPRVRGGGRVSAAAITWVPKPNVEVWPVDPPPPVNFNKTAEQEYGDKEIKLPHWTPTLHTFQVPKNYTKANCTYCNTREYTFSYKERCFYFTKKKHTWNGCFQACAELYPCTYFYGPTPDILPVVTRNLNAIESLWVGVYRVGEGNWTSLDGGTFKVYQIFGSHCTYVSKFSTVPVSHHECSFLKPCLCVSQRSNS
# hK5 inh: kallikrein 5 (human) inhibition; inhibition, % at 5 µM; Q9Y337; recombinant hK5, fluorogenic AMC substrate cleavage; AID 873; actives 0.59% (n = 210,000);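 active = inhibition of 40% or more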;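 note: 0% = enzyme controls without compound and 100% = no-enzyme blanks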
# 14-3-3 Bad inh: disrupts binding of bovine 14-3-3 zeta to phospho-Bad peptide; AID 781; TR-FRET 14-3-3zeta/Dy647-pBad peptide displacement, 1 h; actives 0.71% (n = 220,000); inhibition, % at 21.7 µM;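 active = inhibition above about 70%, limit read from the data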;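 note: 0% = full 14-3-3 plus peptide FRET controls and 100% = background without 14-3-3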
# Target sequence (P63103 whole entry, looked up): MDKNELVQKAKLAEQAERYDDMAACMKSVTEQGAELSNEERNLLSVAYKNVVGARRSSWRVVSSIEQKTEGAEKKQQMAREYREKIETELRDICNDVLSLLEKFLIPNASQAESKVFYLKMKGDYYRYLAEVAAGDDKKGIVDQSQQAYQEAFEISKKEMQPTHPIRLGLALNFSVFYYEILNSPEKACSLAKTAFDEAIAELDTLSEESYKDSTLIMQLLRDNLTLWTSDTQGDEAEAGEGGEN
# Thrombin inh: inhibitors of human thrombin; P00734; alpha-thrombin, Boc-VPR-AMC fluorogenic substrate cleavage; inhibition, % at 5 µM; actives 0.26% (n = 220,000); AID 1046;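 active = inhibition at or above 40%; inactive = inhibition below 40%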;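 note: 0% = enzyme with no compound and 100% = wells without enzyme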
#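 Material: Human alpha-thrombin protein | Buffer or medium: pH 7.5 Tris-saline with Tween 20 | Reagent: Boc-VPR-AMC substrate, 15 µM final | Schedule: Reaction at ambient temperature | Detection: AMC fluorescence at 355 nm excitation and 460 nm emission | Evaluation: Percent inhibition scaled between no-compound controls and no-enzyme blanks | Controls: no-compound enzyme wells and no-enzyme blanks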
# p47phox inh: inhibitors of human p47phox binding; actives 0.53% (n = 220,000); inhibition, % at 24.7 µM; p47phox/p22phox peptide binding, fluorescence polarization, 2 h;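 note: 0% = p47phox with labelled peptide and 100% = labelled peptide alone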
# Target sequence (P14598 whole entry, looked up): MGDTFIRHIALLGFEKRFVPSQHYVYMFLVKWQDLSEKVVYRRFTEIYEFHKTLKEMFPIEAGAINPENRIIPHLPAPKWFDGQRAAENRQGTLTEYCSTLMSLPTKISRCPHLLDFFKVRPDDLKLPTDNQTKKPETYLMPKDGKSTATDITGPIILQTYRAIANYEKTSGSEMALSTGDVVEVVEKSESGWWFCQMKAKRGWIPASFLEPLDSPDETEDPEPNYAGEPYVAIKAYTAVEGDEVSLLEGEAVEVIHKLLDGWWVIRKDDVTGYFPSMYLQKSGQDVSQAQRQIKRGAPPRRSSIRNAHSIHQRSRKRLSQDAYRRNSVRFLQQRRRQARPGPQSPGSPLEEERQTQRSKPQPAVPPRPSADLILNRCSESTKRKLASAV
# Cl transport mod: modulates chloride dependent transport by human KCC2. KCC2 cells, thallium flux FluoZin-2 fluorescence. B-score of Tl+ flux slope (higher = more flux/activation; lower = inhibition) at 10 µM. actives 2.2% (n = 190,000);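 active = thallium flux slope and its plate-corrected score both differing from the plate sample mean at a set confidence after two filtering rounds, in either direction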;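 note: slope of fluorescence scaled to starting intensity during 10 to 20 s after thallium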
# eIF4E-4G inh: inhibitors of eIF4E and eIF4G interaction in translation initiation | AID 782 | actives 0.37% (n = 220,000) | inhibition, % at 21.7 µM | TR-FRET eIF4E-eIF4GI(517-606) binding, 2 h;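 note: 0% = full FRET control wells and 100% = background wells lacking eIF4GI fragment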
# Numbers without * were called inactive; . = not tested or not shown; [ ] = remark or other dose.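 Rule for the calls, unless noted: active = inhibition above about 30% (limit read from the data); inactive = the rest.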
SMILES,Rad51 HR inh,Furin inhibitor,EBV gp42 inh,hK5 inh,14-3-3 Bad inh,Thrombin inh,p47phox inh,Cl transport mod,eIF4E-4G inh
CC(C)(C)C1CCc2[nH]nc(C(=O)O)c2C1 (stereo unspecified),-2,18[20 µM],1,-3,-8,-3,-6,-0.51,0
COc1cc(-c2nc(-c3ccc(NC(=O)c4ccc(Br)o4)cc3)no2)cc(OC)c1OC,-1,-19[20 µM],-17,-24,70[fluorescence artefact?],-6,-9,-0.46,-47
Cc1c(C(=O)OC2CCCC2C)[nH]c2c1C(=O)CCC2 (stereo unspecified),4,-21,-15,-17,8,-7,-10,0.87,-3
Cc1c(Br)c([N+](=O)[O-])nn1C(C)C(=O)NCc1cccnc1 (stereo unspecified),0,-11[20 µM],-11,-18,-4,-6,-1,.,-5
CCCC(C(=O)NCc1ccco1)N(C(=O)CNS(=O)(=O)c1ccccc1)C1CCCC1 (stereo unspecified),2,-11[20 µM],-7,-16,1,1,-5,-1.8,1
CCCCCC(=O)Nc1ccccc1N1CCN(c2ccccc2)CC1,2,-10,-21,-7,3,3,9,-0.56,7
CS(=O)(=O)NCc1nnc(SCC(=O)NC2CCCCC2)n1-c1ccc(F)cc1,.,15[20 µM],-28,-16,-10,-2,-5,1.6,-14[fluorescence artefact?]
CC(C)n1c(S(=O)(=O)O)nc2ccccc21,-10,-28,10,.,1,-3,12,-0.0023,-1
Cc1cccc(OC2CCN(Cc3c(C(=O)N4CCCC4)nc4ccccn34)CC2)c1,-6,-12,-3,0,5,-12,-1,.,3
O=C(Nc1nc2c(F)cc(F)cc2s1)C1COc2ccccc2O1 (stereo unspecified),.,-30,-18,4,-1,-1,-31,67*,-6
Nc1nnc(SCC(=O)N2CCc3ccccc3C2)s1,.,-12,6,-5,-7,-4,-1,.,-1
CCN(CC)c1ccc(C2C(C(=O)OCCOC(C)C)=C(C)NC3=C2C(=O)CCC3)cc1 (stereo unspecified),6,-36,.,-12,.,0,.,-0.86,.
Cc1cc(S(N)(=O)=O)c(N)c(S(N)(=O)=O)c1,20,-22,-18,-9,0,-2,-1,-0.11,5
CN(C)S(=O)(=O)c1ccc(NC(=O)CN2CCCc3ccccc32)cc1,-64,-16,-20,5,-17,2,-6,-0.38,2
CCOC(=O)CSc1nc2nc(C)cc(C)n2n1,-7,-22,-6,0,5,-3,-7,0.38,-2

# Entries listed above that bear a hit mark in Cl transport mod.
canonical_smiles | Furin inhibitor | EBV gp42 inh | hK5 inh | 14-3-3 Bad inh | Thrombin inh | p47phox inh | Cl transport mod | eIF4E-4G inh
O=C(Nc1nc2c(F)cc(F)cc2s1)C1COc2ccccc2O1 (stereo unspecified) | -30 | -18 | 4 | -1 | -1 | -31 | 67* | -6

# Continuation.
SMILES,Rad51 HR inh,Furin inhibitor,EBV gp42 inh,hK5 inh,14-3-3 Bad inh,Thrombin inh,p47phox inh,Cl transport mod,eIF4E-4G inh
CCC1C2CN(C(C)=O)CC=C2C(C#N)=C(N)C1(C#N)C#N (stereo unspecified),2,-13,-6,-12,-11,-1,-4,-0.16,5
N#CCCn1cc(/C=N/O)c(-c2cccc([N+](=O)[O-])c2)n1,3,-29,5,-3,-4,-7,2,0.38,-1
Cc1ccc(NC(=O)c2ccco2)c(NC(=O)CN2C(=O)c3ccccc3C2=O)c1,-6,6[20 µM],-8,0,-4,3,-2,-1.4,4
Cc1ccc(NS(=O)(=O)c2sc3ccc(Cl)cc3c2C)cc1,17,-3,-13,3,0,-2,-8,.,0
O=C(O)c1ccc(NS(=O)(=O)c2ccc(Cl)cc2)cc1,10,-17[20 µM],-21,12,3,-9,0,0.28,-4
O=C(c1cccc(F)c1)N1CCC(c2nc3ccccc3s2)CC1,0,-7,-1,3,3,3,-4,0.094,-1
CCN1CCCC1CNC1=NCCCCC1 (stereo unspecified),0,-18,-25,-17,0,4,-9,.,4
O=C1c2cccnc2C(=O)N1CO,-5,-20,0,-5,-16[fluorescence artefact?],6,-5,.,-2
Cc1ccc(-c2nn(-c3ccccc3)c3[nH]c(=O)c(CNCc4ccccc4)cc23)cc1,-3,-13[20 µM],-35,-6,12[fluorescence artefact?],-4,-39,0.0025,4
CCCCNC(=O)CSc1nc(O)cc(=O)n1C1CCCC1,9,-27,-8,15,-11,3,-27,-0.024,0
c1ccc(CCNc2ncnc3c2cnn3-c2ccccc2)cc1,2,-13[20 µM],-17,-1,0,3,-3,0.0018,-3[fluorescence artefact?]
CCOC(=O)C1NN=C(C(=O)c2ccc(C)cc2)C1c1ccc(C)cc1 (stereo unspecified),0,-24,-8,-5,9,-4,4,.,-10[fluorescence artefact?]
CC(=O)Nc1ccc(-c2cc(-c3ccc(NC(C)=O)cc3)nc(-c3ccccc3)n2)cc1,4,-16,-17,-9,11,1,-128,.,-19
Oc1c(Br)cc(/C=N/NC(=S)NCc2ccco2)cc1Br,-3,-10,-9,-4,-2,-4,-11,-1.3,-1
CCCCCCCc1c(C)nc(N2CCOCC2)[nH]c1=O,-8,-19[20 µM],4,-9,-9,-5,-24,-0.24,4
Cc1nn2c3c(cnc2c1-c1ccccc1)C(=O)CC(c1ccco1)C3 (stereo unspecified),-8,-15,-13,3,2,4,-10,-0.019,9
O=C(Nc1nc(-c2ccccc2)c(-c2ccccc2)o1)c1ccc(F)cc1,0,-11[20 µM],-5,-15,-21,3,-14,.,7
COc1ccc(C2CC(c3ccc(F)cc3)Nc3nc(N)nn32)cc1OC (stereo unspecified),2,-17,-3,-5,-1,-8,-6,0.69,1
CS(=O)(=O)N1CCN(c2ccccc2NC(=S)NC(=O)c2ccccc2[N+](=O)[O-])CC1,.,-15,5,17,-4,1,-3,0.7,-3
CC(=O)c1ccc(N2CCN(C(=O)Cc3n[nH]c(=O)c4ccccc34)CC2)cc1,-6,-20,-2,-2,-2,-5,-8,-0.17,0
O=C(OC1CCOC1=O)c1cc(-c2cccc(Br)c2)nc2ccccc12 (stereo unspecified),3,-14,-2,-14,-1,5,-16,-0.51,3
COc1cccc(-c2nc(CCl)cs2)c1OC,-7,-26,-27,-2,-1,-8,-1,-0.028,-3
O=C(Nc1cnn(C23CC4CC(CC(C4)C2)C3)c1)c1cnn2cccnc12,1,-10[20 µM],-6,1,12,3,-7,1.9,1
C[C@@]12CCC=C[C@H]1[C@H](c1ccoc1)N(Cc1ccccc1)C2=O,-5,2,-20,4,-8,1,-11,0.0019,-6
Cc1cc(C)nc(N2CCN(C(=O)CCC(=O)Nc3nnc(C(C)C)s3)CC2)n1,.,-10,-9,1,4,-7,-4,2,24
S=C1NC[C@H](Cc2ccccc2)N1CCCCC1CCCCC1,-3,-25,-3,3,-3,1,-13,-0.013,2
O=C(NCc1cccc(C(F)(F)F)c1)C1CC(c2ccccc2[N+](=O)[O-])=NO1 (stereo unspecified),3,-21[20 µM],2,3,-2,6,5,-1.3,14
COC(=O)Nc1ccc(Oc2ccccc2)cc1,-4,-13[20 µM],-21,-28,2,3,3,-0.46,0[fluorescence artefact?]
CC1=C(C#N)C(c2ccc(O)cc2)C2=C(CC(C)(C)CC2=O)N1 (stereo unspecified),4,-22,-21,-1,3,1,-13,0.53,2
O=c1[nH]c(-c2ccco2)nc2sc3c(c12)CCCC3,.,-15,-10,-2,-21[fluorescence artefact?],-2,-13,-0.19,-8
O=C(C1CC1)N(CCc1ccccc1)Cc1nc2ccccc2c(=O)[nH]1,-6,-11,0,-4,-5,3,-14,0.46,-3
CCC(=O)Nc1cccc(-c2nnc(SCC(=O)NCc3ccco3)n2C)c1,.,-26,-10,-17,-1[fluorescence artefact?],0,9,1.2,-4
COc1cc([C@@H]2[C@H]3CN(C)CC=C3C(C#N)=C(N)C2(C#N)C#N)cc2c1OCO2,-4,-8,9,-38,-13,-3,-5,0.021,1
Cc1onc(-c2c(F)cccc2Cl)c1C(=O)O/N=C(\N)c1ccc([N+](=O)[O-])o1,14,-6,9,-2,-12,-6,-10,-2.1,3
CN(c1ccc(OCC(=O)N2CCOCC2)cc1)S(=O)(=O)c1ccc(F)cc1,-3,-13,0,0,-19,-18,-5,-0.26,4
CCOc1cccc(/C=N/Nc2nc(N3CCCC3)nc(N3CCCC3)n2)c1O,-7,-6,-2,2,-1,1,4,-4.5*,-3
Cc1cc(C(=O)N/N=C/c2ccc([N+](=O)[O-])cc2)c(C)o1,24,13,4,-7,-14,4,-3,.,3
S=C(Nc1ccc(Br)cc1Cl)NN1CCOCC1,6,-26,2,-16,-5,0,13,-0.17,-8
CCOc1ccc(S(=O)(=O)N2CCN(C)CC2)c(C)c1C,15,-23[20 µM],-6,-26,-7,-1,-9,0.0095,-5
O=C(CCCC(=O)N1CCN(c2ccc([N+](=O)[O-])cc2)CC1)c1ccccc1,8,8,-19,-13,0,-12,-8,-1.5,0
O=C(Nn1cnc2ccccc2c1=O)c1ccccc1Cl,4,-27,-11,8,-3,10,-11,0.24,1
Cc1ccc(C)c(NC(=O)CSc2nnc(-c3ccccc3C)o2)c1,-4,-9,-2,-7,-8[fluorescence artefact?],-12,-3,-0.98,3[fluorescence artefact?]
COCCCN1C(=O)C(=O)/C(=C(/O)c2ccc(OC)cc2)C12C(=O)N(C)c1ccccc12 (stereo unspecified),4,-1,-3,-1,9,-5,4,-0.91,4
O=S(=O)(Nc1nc2ccccc2nc1Cl)c1ccc(Br)cc1,-4,-32,25,4,5,-5,-6,-0.84,1
CC1SC(C)C(=O)N(CC(=O)Nc2ccc3c(c2)OCO3)C1=O (stereo unspecified),-9,-5,-3,-19,1[fluorescence artefact?],-1,-5,-0.22,-5
Cc1cc(=O)oc2cc(OCc3ccc(C(=O)N4CCN(c5ccccc5)CC4)cc3)ccc12,-5,-15,-15,-46,-5,-14,-41,0.016,-3
Cc1cccc(NC(=O)CSc2nnc(CSc3nc(C)cc(C)n3)o2)c1,-4,-23,-9,-19,-12,-11,0,-0.84,0
CC(C)OCCCn1c(=NC(=O)c2cccs2)c(C#N)cc2c(=O)n3ccccc3nc21,-25,-6,33,0,2,-4,-33,-0.35,-3
COc1ccc(CC(NC(C)=O)C(=O)NC2CCN(c3ncccc3[N+](=O)[O-])CC2)cc1 (stereo unspecified),9,-2,-4,11,-6,2,2,-0.071,0
CCn1c(-c2cc(-c3cc(C)ccc3C)nc3ccccc23)n[nH]c1=S,-50,-23,-5,-8,12[fluorescence artefact?],-3,-98,-0.028,3[fluorescence artefact?]
O=[N+]([O-])c1cccc(-c2cn(-c3ccccc3)c(=S)[nH]2)c1,6,-27,0,-2,-13,0,2,16*,-1

# 4 of the compounds above, with values under each structure:
# Fields – Rad51 HR inh	Furin inhibitor	EBV gp42 inh	hK5 inh	14-3-3 Bad inh	Thrombin inh	p47phox inh	Cl transport mod	eIF4E-4G inh
- Cc1cccc(NC(=O)CSc2nnc(CSc3nc(C)cc(C)n3)o2)c1
 : -4	-23	-9	-19	-12	-11	0	-0.84	0
- CC(C)OCCCn1c(=NC(=O)c2cccs2)c(C#N)cc2c(=O)n3ccccc3nc21
 : -25	-6	33	0	2	-4	-33	-0.35	-3
- COc1ccc(CC(NC(C)=O)C(=O)NC2CCN(c3ncccc3[N+](=O)[O-])CC2)cc1 (stereo unspecified)
 : 9	-2	-4	11	-6	2	2	-0.071	0
- CCn1c(-c2cc(-c3cc(C)ccc3C)nc3ccccc23)n[nH]c1=S
 : -50	-23	-5	-8	12[fluorescence artefact?]	-3	-98	-0.028	3[fluorescence artefact?]

# Compound activity as filed in PubChem BioAssay.
